IMPase cell inh: IMPase inhibition in cells. P97697. CHO-M1 cells, IP1 accumulation, HTRF TR-FRET ratio. inhibition (IP1 accumulation), % at 46.1 µM. 120,000 tested, under 10 active; active = well fitted curve in the direction sought with a large enough effect in the signal ratio, not every such curve was filed as active; inconclusive = small, poorly fitted or top-dose-only effect, or a change in a side signal; inactive = no such curve, though single readings can be large or run the other way; the % refers to the signal ratio;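 note: cells stimulated with carbachol in lithium chloride buffer; plate controls were DMSO basal wells for no effect and reference inhibitor wells for full effect; higher means more IMPase inhibition seen as more IP1 and lower FRET ratio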
Target sequence (P97697 whole entry, looked up): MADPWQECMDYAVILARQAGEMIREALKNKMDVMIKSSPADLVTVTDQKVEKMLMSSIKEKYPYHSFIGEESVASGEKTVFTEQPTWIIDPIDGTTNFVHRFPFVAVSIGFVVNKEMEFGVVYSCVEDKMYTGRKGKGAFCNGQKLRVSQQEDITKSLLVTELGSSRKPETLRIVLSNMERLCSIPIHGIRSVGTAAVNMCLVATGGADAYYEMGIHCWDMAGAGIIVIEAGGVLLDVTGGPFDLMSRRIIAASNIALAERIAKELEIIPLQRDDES
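In this qHTS, compounds (final up to 46 uM) act on CHO-M1 cells that are then activated through the M1 receptor with carbachol, in pH 7.4 buffer containing 50 mM LiCl, for 30 min. IP1 accumulation is quantified by the IP-One immunoassay.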
ALOX15B inhib: blocks human 15-lipoxygenase 2 activity; O15296; purified 15hLO-2, xylenol orange hydroperoxide absorbance; Potency, µM (titrated, usually from 57.1 µM), for the others: at the highest dose activity change, negative = inhibition, actives largely listed as inhibitors; 110,000 tested, 0.56% active; AID 881; note: potency is the fitted concentration of half-maximal effect; nearly all actives have a fitted effect of over 60% in size; many of its hits are not listed in these tables
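Purified human 15hLO-2 (50 nM) preincubated 15 min with compound, then 45 uM arachidonic acid for 90 min at RT in 25 mM Hepes pH 7.5, 0.01% Triton X-100. Hydroperoxide detected by Fe-xylenol orange; 573/405 nm absorbance ratio.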
12-hLO inh: blocks human 12-lipoxygenase activity; P18054; purified 12-hLO, xylenol orange hydroperoxide absorbance; Potency, µM (titrated, usually from 57.1 µM), inactives show top-dose activity change, negative = inhibition, hits mostly inhibitors; 150,000 tested, 0.12% active; AID 1452; note: potency is the fitted concentration of half-maximal effect; nearly all actives have a fitted effect of over 55% in size; many of its hits are not listed in these tables
Target sequence (P18054 whole entry, looked up): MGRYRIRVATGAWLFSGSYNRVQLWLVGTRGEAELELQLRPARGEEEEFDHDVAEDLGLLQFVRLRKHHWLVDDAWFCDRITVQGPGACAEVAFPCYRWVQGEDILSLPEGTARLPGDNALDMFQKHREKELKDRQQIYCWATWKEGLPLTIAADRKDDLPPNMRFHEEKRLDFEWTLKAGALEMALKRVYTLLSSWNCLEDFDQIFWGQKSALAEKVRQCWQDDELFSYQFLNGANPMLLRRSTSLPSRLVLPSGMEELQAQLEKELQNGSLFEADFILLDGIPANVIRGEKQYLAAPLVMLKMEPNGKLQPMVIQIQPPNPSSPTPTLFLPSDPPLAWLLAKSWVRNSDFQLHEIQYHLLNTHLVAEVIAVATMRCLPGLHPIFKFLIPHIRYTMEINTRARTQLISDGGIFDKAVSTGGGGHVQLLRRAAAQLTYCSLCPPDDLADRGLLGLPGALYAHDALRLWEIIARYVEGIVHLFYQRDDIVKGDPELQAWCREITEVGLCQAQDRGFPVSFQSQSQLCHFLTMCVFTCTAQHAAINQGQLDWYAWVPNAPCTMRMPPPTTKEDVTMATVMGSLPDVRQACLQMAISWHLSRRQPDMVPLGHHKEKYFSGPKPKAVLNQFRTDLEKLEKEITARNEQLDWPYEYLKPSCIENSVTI
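Hydroperoxide output read as Fe(III)-xylenol orange absorbance, 573-to-405 nm ratio, after 30 min reaction with 40 uM arachidonic acid. Enzyme: 150 nM purified human 12hLO, 15 min compound preincubation; 25 mM Hepes pH 7.0, room temperature.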
PNC assembly inh: inhibitors of perinucleolar compartment assembly; PC3M PTB-GFP, PNC prevalence imaging, 16 h; hits give low values; activity change (PNC), negative = inhibition, % at 10 µM; AID 2417; 140,000 tested, 3.1% active;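 active = readout at or below -70, meaning at least 70% loss of cells showing the perinucleolar compartment, a nuclear body marking cancer cells; inconclusive = readout between -30 and a set limit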;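 note: plate controls were DMSO wells for no effect and camptothecin positive control wells for full effect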
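Read-out is percentage of cells bearing a perinucleolar compartment, from automated 20x imaging of fixed, Hoechst-stained PC3M PTB-GFP cells. Cells were seeded 4 h, then exposed 16 h to compound (23 nl of library stock) in duplicate plates.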
* hit, by the source's call; ? = inconclusive; . = no result given; [ ] = another dose, or the depositor's remark. Unless noted, calls come from the whole dose curve; as a rule, active = well fitted curve in the direction sought with a large enough effect; inconclusive = small, poorly fitted or top-dose-only effect, or another doubt; inactive = no such curve, though single readings can be large; an effect the other way counts as inactive or inconclusive. Unless noted, % is set by controls: 0 for no effect and ±100 for the full control effect. Only part of the results is shown (hit frequency here may not be typical).

SMILES | IMPase cell inh | ALOX15B inhib | 12-hLO inh | PNC assembly inh
Cc1ccc(/C=C/C(=O)Nc2cccc(S(=O)(=O)N3CCOCC3)c2)o1 | 36[activator] | . | -8% | 3
O=C(Nc1cccc(-c2nc3cccnc3s2)c1)c1ccco1 | 2 | 6% | -2% | -7
CCOc1ccc(N2C(=O)/C(=C\c3ccccc3OC)S(=O)(=O)C2c2cccc([N+](=O)[O-])c2)cc1 (stereo not given) | . | . | 1% | -16
COc1ccc(C(c2nnnn2C2CCCCC2)N2CCN(c3ccc(OC)cc3)CC2)cc1 (stereo not given) | -4 | 2% | 1% | 23
Cc1ccc(S(=O)(=O)NNC(=O)c2sccc2-n2cccc2)cc1 | 0 | . | -9% | ?
C=CCn1c(SCC(=O)Nc2ccc(NC(=O)c3ccco3)c(OC)c2)nnc1-c1ccncc1 | 0 | -5% | -2% | 0
O=C(COc1ccc(Cl)cc1)NCc1nnc(SCC(=O)NCc2ccc3c(c2)OCO3)o1 | 2 | 8% | 0% | 2
Cc1cccc2cc(CN(CCc3ccccc3)C(=O)N3CCOCC3)c3nnnn3c12 | 11 | -5% | 3% | 21
CCc1nnc(NC(=O)CSc2nnc(-c3ccncc3)n2Cc2ccccc2)s1 | -13 | -1% | -3% | 19
COc1ccc(OC)c(-c2cc(C(=O)NCCCn3ccnc3)no2)c1 | -2 | 46%[activator] | 0% | ?
CCOC(=O)C1C(C(C)=O)=C(c2ccccc2)c2ccccc2N1S(=O)(=O)C(F)(F)F (stereo not given) | . | -5%[0.0915 µM] | -3%[0.00818 µM] | .
CC1(C)C(=O)OC(c2cccs2)C2(CCCCC2)C1=O (stereo not given) | 3 | 0% | 10% | -24
Cn1nnnc1SCc1ccc(F)cc1 | 9 | 3% | 0% | ?
COc1ccc2c3c1O[C@H]1C[C@H](O)C=C[C@@]31CCN(C)C2 | 4 | 14% | -1% | .
C/C(N)=C(/C#N)C(=O)CSc1nc2ccccc2c(=O)n1-c1ccc(C)c(Cl)c1 | 4 | . | -3% | 29

Reprinted at random: 2 entries already listed
SMILES | IMPase cell inh | ALOX15B inhib | 12-hLO inh | PNC assembly inh
O=C(COc1ccc(Cl)cc1)NCc1nnc(SCC(=O)NCc2ccc3c(c2)OCO3)o1 | 2 | 8% | 0% | 2
Cn1nnnc1SCc1ccc(F)cc1 | 9 | 3% | 0% | ?

Carrying on.
SMILES | IMPase cell inh | ALOX15B inhib | 12-hLO inh | PNC assembly inh
CCOC(=O)C1C(c2cccc(Cl)c2Cl)NC(=O)NC1(O)C(F)(F)F (stereo not given) | 3 | -8% | 2% | -25
Cc1ccc(S(=O)(=O)N2CCN(C)CC2)c(C)c1N(C)S(=O)(=O)c1ccc(Cl)cc1 | 3 | 21% | -18% | 9
O=C(NN=C1CCCC1)c1cc(-c2ccccc2)n[nH]1 | . | . | 1% | 107
Cc1ccc(C(=O)NCC2CCCO2)o1 (stereo not given) | -8 | 4% | -2% | ?
CCC(C)C(N)C(=O)NC(CCC(=O)OCc1ccccc1)C(N)=O (stereo not given) | 0 | 18% | 2% | 1
Cc1ccc(NC(=O)CCC(=O)OCC(F)(F)C(F)F)cc1 | -15 | -20% | 2% | -2
CC(C)n1c(O)c(N=NC(=O)c2ccccc2NS(=O)(=O)c2cccs2)c2ccccc21 | -4 | . | -2% | -16
CC(c1ccccc1)N1C(=O)NC(NC(=O)c2cccnc2)(C(F)(F)F)C1=O (stereo not given) | ? | . | -3% | 68
O=C(c1ccc([N+](=O)[O-])cc1)N1CCc2ccccc2C1 | . | . | -1% | 8
O=C(Cc1ccc([N+](=O)[O-])cc1)N1CCN=C1SCc1ccccc1 | 4 | . | -5% | 60
COc1cccc(C2CC(=O)Nc3c2c(=O)n(C)c(=O)n3C)c1OC (stereo not given) | 5 | -1% | 2% | 1
O=C(CSCCO)Nc1cc(C(F)(F)F)ccc1Cl | -15 | 2% | 6% | 26
COc1ccc(C(=O)CSc2nnc(NC(=O)C3CC(=O)N(c4ccccc4C)C3)s2)cc1 (stereo not given) | -6 | . | 0% | 13
COc1ccccc1N1CCN(C(=O)CCc2ccc(S(=O)(=O)NCC(C)C)cc2)CC1 | 5 | -2% | -2% | -3
Cc1nc2ccc(S(=O)(=O)NC(C(=O)Nc3nccs3)C(C)C)cc2s1 (stereo not given) | 0 | 1% | -3% | ?
Cc1ccccc1NC(=O)c1c(O)c2cccc3c2n(c1=O)CC3 | 0 | 8% | -7% | 36
COc1cc(NC(=O)c2cc(-c3ccco3)on2)c(OC)cc1Cl | 6 | 0% | -2% | -26
O=C(c1ccc(-n2cccc2)cc1)N1CCOCC1 | 2 | 1% | -1% | -22
CN1CCN(c2nc3c(c(=O)[nH]c(=O)n3C)n2CC(N)=O)CC1 | -3 | -1% | 1% | -18
COc1cc(/C=N/NC(=O)c2cccnc2)ccc1OCC(=O)N1CCOCC1 | -13 | . | 6% | ?
CCCC(=O)NC(C)c1nc2ccccc2[nH]1 (stereo not given) | 5 | -2% | -3% | -13
COc1ccc(Cn2nc(C)cc2C)cc1OC | -8 | 5% | -4% | 37
CC(C)CSc1nc2c(=O)[nH][nH]c(=O)c2n1Cc1ccccc1 | 7 | . | 5% | -5
O=C(COc1ccccc1)N1CCN=C1SCc1cccnc1 | 2 | 10% | 1% | 32
COc1ccc(CNC(=O)C2CC(C)=C(C)CC2C(=O)O)cc1 (stereo not given) | -3 | -9% | 0% | -17
CC1CCN(C(=O)c2cc(F)c(F)cc2Cl)CC1 | 9 | . | 3% | -100*
O=C(CCn1nc(-c2ccccc2)ccc1=O)N1CCOCC1 | 3 | -20% | -3% | 102
CCNc1cc(O)ccc1C | . | 0% | -2% | .
O=C(c1ccc(Cl)cc1Cl)N1CCC(c2nc3c(nnn3Cc3ccco3)c(=O)[nH]2)CC1 | -1 | -22% | -19% | ?
COc1ccc(NC(=O)Cc2coc3ccc4ccccc4c23)cc1S(=O)(=O)N1CCOCC1 | . | . | -4% | 60
Cc1cc(N2CCCCCC2)nc(-c2ccccc2O)n1 | 4 | 5% | -2% | ?
CCn1c(CC(=O)Nc2ccccc2)nnc1SCC(=O)Nc1ccccc1C(=O)OC | -2 | -4% | -3% | 22
CCOC(=O)N1CCN(C(=O)CCCn2c(=O)[nH]c3ccccc3c2=O)CC1 | 2 | 1% | -5% | ?
Cc1cc2cc(CN(Cc3ccco3)C(=S)NCC3CCCO3)c(=O)[nH]c2cc1C (stereo not given) | . | . | -8% | 8
COc1cccc(SCc2noc(C(=O)NC(C)C)c2C(=O)O)c1 | -1 | -5% | 4% | 59
O=C(Nc1ccccc1)c1ccc(N2CCN(c3ccccc3)CC2)c(S(=O)(=O)N2CCOCC2)c1 | 6 | 0% | 3% | 10
CC1(C)CNC(=O)c2sc(N3CCOCC3)nc2C1 | 3 | 6% | -2% | 6
COC(=O)C1=C(C(=O)OC)SC(=C2C(=S)C(C)(C)N(C(=O)C(C)C)c3ccccc32)S1 | 9 | -24% | -14% | 37
COC(=O)c1ccccc1NC(=S)NC(=O)c1ccccc1C | 7 | ? | ? | 20
CCCN1C(=O)CN(C2CCCCCC2)C(=O)C1c1ccc(C)cc1 (stereo not given) | 5 | -6% | 0% | -19
Cc1cccc(N2CCN(C(=O)c3ccc(N4CCCC4=O)cc3)CC2C)c1 (stereo not given) | 4 | 5% | 6% | 68
O=C(CSc1nc(O)c(Cc2ccccc2)c(=O)[nH]1)Nc1ccccc1 | 6 | -5% | -2% | 28
CC(=O)OC1CC2C(C)(C)C(O)CC[C@@]2(C)C2CC[C@@]3(C)C(c4ccoc4)OC(=O)C4OC43[C@]12C (stereo not given in full) | . | -5% | -1% | .
N=c1sc2ccccc2n1CCS (tested in a mixture with another compound) | . | 0%[11.4 µM] | 1%[11.4 µM] | .
CC(c1ccccc1)n1cc(C(=O)NCC2COc3ccccc3O2)nn1 (stereo not given) | -11 | . | 3% | 205

Some of these compounds in order of number of heavy atoms, rising:
SMILES | IMPase cell inh | ALOX15B inhib | 12-hLO inh | PNC assembly inh
CCNc1cc(O)ccc1C | . | 0% | -2% | .
N=c1sc2ccccc2n1CCS (tested in a mixture with another compound) | . | 0%[11.4 µM] | 1%[11.4 µM] | .
CC1CCN(C(=O)c2cc(F)c(F)cc2Cl)CC1 | 9 | . | 3% | -100*
CC1(C)CNC(=O)c2sc(N3CCOCC3)nc2C1 | 3 | 6% | -2% | 6
Cc1cc(N2CCCCCC2)nc(-c2ccccc2O)n1 | 4 | 5% | -2% | ?
COC(=O)c1ccccc1NC(=S)NC(=O)c1ccccc1C | 7 | ? | ? | 20
COc1cccc(SCc2noc(C(=O)NC(C)C)c2C(=O)O)c1 | -1 | -5% | 4% | 59
CCCN1C(=O)CN(C2CCCCCC2)C(=O)C1c1ccc(C)cc1 (stereo not given) | 5 | -6% | 0% | -19
O=C(CSc1nc(O)c(Cc2ccccc2)c(=O)[nH]1)Nc1ccccc1 | 6 | -5% | -2% | 28
CC(c1ccccc1)n1cc(C(=O)NCC2COc3ccccc3O2)nn1 (stereo not given) | -11 | . | 3% | 205
CCOC(=O)N1CCN(C(=O)CCCn2c(=O)[nH]c3ccccc3c2=O)CC1 | 2 | 1% | -5% | ?
Cc1cc2cc(CN(Cc3ccco3)C(=S)NCC3CCCO3)c(=O)[nH]c2cc1C (stereo not given) | . | . | -8% | 8
COC(=O)C1=C(C(=O)OC)SC(=C2C(=S)C(C)(C)N(C(=O)C(C)C)c3ccccc32)S1 | 9 | -24% | -14% | 37
CCn1c(CC(=O)Nc2ccccc2)nnc1SCC(=O)Nc1ccccc1C(=O)OC | -2 | -4% | -3% | 22
COc1ccc(NC(=O)Cc2coc3ccc4ccccc4c23)cc1S(=O)(=O)N1CCOCC1 | . | . | -4% | 60
CC(=O)OC1CC2C(C)(C)C(O)CC[C@@]2(C)C2CC[C@@]3(C)C(c4ccoc4)OC(=O)C4OC43[C@]12C (stereo not given in full) | . | -5% | -1% | .
O=C(Nc1ccccc1)c1ccc(N2CCN(c3ccccc3)CC2)c(S(=O)(=O)N2CCOCC2)c1 | 6 | 0% | 3% | 10

The results go on.
SMILES | IMPase cell inh | ALOX15B inhib | 12-hLO inh | PNC assembly inh
Cc1ccc(NC2=CC(=O)CC(c3ccccc3)C2)cc1 (stereo not given) | . | . | -1% | ?
CCOc1ccc(CN2CCNC(=O)C2CC(=O)OC)cc1 (stereo not given) | 4 | 5% | 3% | -26
CC(=O)[C@]1(O)CCC2C3CC(C)C4=CC(=O)C=CC4(C)[C@@]3(F)C(O)C[C@]21C (stereo not given in full) | . | 2% | 0% | .
COc1ccccc1CNC(=O)Cn1cnc2ccccc2c1=O | -4 | -3% | -3% | -12
O=C(O)c1cccc(N=Nc2c(S(=O)(=O)O)ccc3c2C(=O)c2ccccc2C3=O)c1O | . | -19%[11.4 µM] | -8%[11.4 µM] | .
COc1ccc(-c2nc(-c3ccncc3)no2)cc1OC | 4 | 7% | 0% | 37

Screening data: PubChem, National Center for Advancing Translational Sciences (NCATS)
